PLC-beta3 inh = inhibitors of human phospholipase C beta3; Q01970; Purified PLC-beta3, fluorogenic substrate, fluorescence; inhibition, % at 12.2 µM; 0.18% of 370,000 active; AID 720704; in the data active = inhibition above about 11%;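 also: 0% = median of compound wells on plate and 100% = full blocker control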
ARFGAP1 inhibitor = inhibits rat ARF GTPase activating protein 1. Arfgap1-stimulated ARF1 GTP hydrolysis, GDP FP detection. inhibition, % at 16.5 µM. 0.26% of 360,000 active. AID 651572;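 active = inhibition above a per-plate limit, mean inhibition of low control wells plus 3 SD, cut at about 25% in these data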;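 also: 0% = DMSO wells with enzyme and 100% = wells lacking Arfgap1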
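Assay system: purified rat His6-Arfgap1 residues 1-136 (GAP domain); Reagent: human Δ17 ARF1 bound to GTP; Dosing: 16.5 µM single point, 1.26% DMSO; Times: GTP hydrolysis reaction 2 h at 25 °C; Signal: FP, GDP Alexa 633 tracer displaced from anti-GDP antibody, 620/688 nm; Measure: % inhibition from polarization.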
MBD2 inh = inhibitors of human MBD2 binding to methylated oligonucleotide. Q9UBB5. 0.31% of 370,000 active. TR-FRET. inhibition, % at 4.4 µM; in the data active = inhibition above about 13%
Target sequence (Q9UBB5 whole entry, looked up): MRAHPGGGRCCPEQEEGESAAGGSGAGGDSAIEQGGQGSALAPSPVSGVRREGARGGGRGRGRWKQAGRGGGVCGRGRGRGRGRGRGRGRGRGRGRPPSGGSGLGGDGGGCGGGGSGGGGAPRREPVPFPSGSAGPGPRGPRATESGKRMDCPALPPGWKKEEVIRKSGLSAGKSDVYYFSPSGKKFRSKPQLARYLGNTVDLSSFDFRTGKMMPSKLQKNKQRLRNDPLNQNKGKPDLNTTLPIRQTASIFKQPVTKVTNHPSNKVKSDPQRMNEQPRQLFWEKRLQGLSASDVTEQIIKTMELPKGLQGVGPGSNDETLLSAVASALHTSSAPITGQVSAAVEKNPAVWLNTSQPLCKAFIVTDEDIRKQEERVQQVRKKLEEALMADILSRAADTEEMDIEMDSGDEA
PLCg1 inh = blocks human PLC-gamma1 enzyme activity | purified PLC-gamma1, fluorogenic substrate, fluorescence | AID 720700 | inhibition, % at 12.2 µM | 0.84% of 370,000 active | P19174; in the data active = inhibition above about 9.5%
KLK7 zymogen act = activators of human kallikrein-7 zymogen. P49862. purified proKLK7, EDANS-DABCYL substrate fluorescence; 100% is mature enzyme control, 0% vehicle. activation, % at 7 µM. 0.9% of 370,000 active;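 active = activation above the mean of all tested compounds plus 3 SD, computed per campaign excluding outliers beyond control limits, cut at about 13% in these data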
DDE Tn7 FP inh = disrupts Tn7 cyclic peptide binding to fibrin D-Dimer-E complex; P02675; FP displacement of FITC-Tn7 peptide from fibrin DD(E); 0% = median of compound wells per plate; inhibition, % at 8.3 µM; 0.13% of 370,000 active;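 active = inhibition above the mean of compounds falling within the control limits plus 3 SD of them, cut at about 14% in these data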;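 also: 0% = plate median of compound wells and 100% = 10 µM Aha-Tn7 peptide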
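Assay system: Human clot-derived fibrin DD(E) complex | Buffer or medium: Tris/NaCl/CaCl2 buffer, pH 7.8 | Repeats: One replicate per compound | Benchmarks: Aha-Tn7 high control | Measure: % inhibition scaled between sample-field median and high-control FP | Schedule: 10 min plus 3 h, room temperature | Signal: Fluorescence polarization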
ADAM17 inh = inhibitors of human ADAM17 | P78536 | recombinant ADAM17, EDANS/DABCYL FRET peptide cleavage | 0.83% of 370,000 active | inhibition, % at 6.95 µM;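 active = inhibition above the mean of compounds lying between control limits plus 3 SD, set per campaign, cut at about 8.5% in these data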;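 also: 0% = DMSO-only wells as the low control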
Target sequence (P78536 215-824 limits assumed): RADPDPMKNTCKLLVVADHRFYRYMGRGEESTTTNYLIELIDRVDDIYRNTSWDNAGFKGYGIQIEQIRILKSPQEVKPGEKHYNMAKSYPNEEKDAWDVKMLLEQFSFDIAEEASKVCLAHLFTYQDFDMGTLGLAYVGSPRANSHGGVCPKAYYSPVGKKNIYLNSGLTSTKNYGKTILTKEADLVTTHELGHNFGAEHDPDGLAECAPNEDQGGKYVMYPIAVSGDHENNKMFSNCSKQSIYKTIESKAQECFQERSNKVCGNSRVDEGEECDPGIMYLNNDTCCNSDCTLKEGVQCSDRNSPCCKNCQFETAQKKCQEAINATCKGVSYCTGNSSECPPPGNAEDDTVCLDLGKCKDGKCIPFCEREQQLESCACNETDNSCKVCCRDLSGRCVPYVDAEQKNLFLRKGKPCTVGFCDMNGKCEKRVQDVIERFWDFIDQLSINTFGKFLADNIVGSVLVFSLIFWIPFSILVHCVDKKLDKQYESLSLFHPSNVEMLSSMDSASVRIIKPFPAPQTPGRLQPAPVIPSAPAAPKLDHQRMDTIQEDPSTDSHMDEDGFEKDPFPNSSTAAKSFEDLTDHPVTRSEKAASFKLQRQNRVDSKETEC
UHRF1 binding = human UHRF1 methylated DNA binding inhibitors; Q96T88; UHRF1 binding to methylated oligo, TR-FRET; inhibition, % at 4.4 µM; 0.75% of 370,000 active; in the data active = inhibition above about 21%;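 also: UHRF1 SRA domain binding a hemimethylated CpG hairpin DNA probe; 0% = median of test compound wells and 100% = reference inhibitor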
ASAP1 inh = ASAP1 ArfGAP inhibition; ASAP1-stimulated ARF1 GTP hydrolysis, GDP FP detection; inhibition, % at 16.5 µM; 0.19% of 360,000 active; in the data active = inhibition above about 25%;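 also: 0% = vehicle with enzyme and substrate and 100% = no enzyme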
DDE Tn6 FP inh = DD(E)-Tn6 binding inhibition, primary FP screen. P02675. Fibrin DD(E) TRITC-Tn6 fluorescence polarization displacement. inhibition, % at 8.3 µM. 0.21% of 370,000 active. AID 720509;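 active = inhibition above a per-campaign cutoff: mean of compounds within control limits plus 3 SD, cut at about 15% in these data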;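 also: 0% = median of all compound wells on the plate and 100% = blocking peptide control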
Numbers without * were called inactive; / = not tested or not shown.

nr	PLC-beta3 inh	ARFGAP1 inhibitor	MBD2 inh	PLCg1 inh	KLK7 zymogen act	DDE Tn7 FP inh	ADAM17 inh	UHRF1 binding	ASAP1 inh	DDE Tn6 FP inh	compound
1	-0.4	-5.0	1.6	-4.5	0.2	2.6	1.5	-3.7	1.0	-2.5	CCC1=Nc2cc(C(=O)NCc3ccco3)ccc2Sc2ccccc21
2	-17.0	11.2	-0.1	-12.4	-1.3	3.6	-4.8	2.1	5.8	2.5	O=C(O)CCc1ccc(-c2cccs2)n1NC(=O)c1ccccc1Br
3	-2.7	4.7	4.4	-1.1	-0.1	2.8	-6.0	2.1	-0.9	-2.8	Cc1cccc(C(=O)NC2CCN(C(=S)NCc3ccco3)CC2)c1
4	0.7	0.5	2.5	2.0	-0.1	3.5	-0.9	13.3	-5.1	3.7	Oc1ccc(CN2CCN(c3ncccn3)CC2)cc1
5	-4.8	1.1	-6.6	2.9	-0.3	-8.4	1.8	-2.4	13.0	2.0	COC(=O)c1sccc1NC(=O)Nc1ccc(OC)cc1
6	1.4	4.2	2.2	-1.6	0.6	2.7	-13.6	-1.6	2.8	9.1	CCc1cc(=O)oc2c(C)c(OCC(=O)NCC3CCC(C(=O)O)CC3)ccc12 (stereo not given)
7	-98.0	4.5	-7.5	-27.5	0.6	-3.2	-101.8	-0.5	-8.4	7.7	COCCCN1CN(S(=O)(=O)c2cccs2)c2nc3ccccc3nc21
8	-5.8	2.4	5.0	-3.9	-0.1	2.0	-3.6	0.2	4.5	-12.3	C/C(CC(=O)Nc1cccnc1)=N/NC(=O)COc1ccc(Cl)cc1Br
9	-3.2	5.9	-1.6	3.5	0.1	-5.7	-3.0	-0.6	2.2	-0.7	CN1CCN(C(=O)CCNC(=O)Cn2cnc3ccccc3c2=O)CC1
10	-46.8	2.8	1.5	-38.2	0.1	-2.1	-21.4	-3.3	15.8	-2.6	C(=C\c1ccc2nncn2c1)/c1ccccc1

Next compounds follow.
nr	PLC-beta3 inh	ARFGAP1 inhibitor	MBD2 inh	PLCg1 inh	KLK7 zymogen act	DDE Tn7 FP inh	ADAM17 inh	UHRF1 binding	ASAP1 inh	DDE Tn6 FP inh	compound
11	-3.9	2.0	-6.3	1.3	0.6	4.0	-2.0	-1.1	-1.5	4.0	O=c1[nH]c(/C=C/c2ccccc2Cl)c([N+](=O)[O-])c(=O)[nH]1
12	-0.6	9.2	-7.8	4.7	-0.4	-14.2	0.0	1.2	-6.5	-5.9	CCOC(=O)CSc1nc(-c2cccs2)nc2c1c(=O)n(C)c(=O)n2C
13	9.8	6.7	-10.0	4.5	0.8	13.1	2.5	-1.5	5.3	6.1	Cn1c2c(c(=O)n(C)c1=O)[C@@]1(C(=O)Nc3ccccc31)C(C#N)=C(N)O2
14	1.3	/	2.3	-37.4	0.2	0.0	-2.0	-2.7	/	4.8	NC(=NCc1ccccc1)NC(=O)OCc1ccccc1
15	-358.0	-6.2	9.8	-242.5	2.4	4.7	-128.8	8.8	-7.8	-4.8	Cc1onc(-c2ccccc2)c1C(=O)Nc1nnc(-c2ccncc2)s1
16	0.4	-3.5	6.0	5.8	-0.4	0.5	0.5	6.9	-6.9	-4.3	COc1cc(OC)cc(-c2noc([C@H]3C[C@H](O)[C@@H](CO)O3)n2)c1
17	1.7	-10.4	2.6	0.2	0.0	7.0	-0.1	-2.1	4.2	-1.4	O=C(N1CCOCC1)N1CCC(n2nnc3cc(F)ccc32)CC1
18	2.8	-5.7	0.3	0.7	-0.1	3.7	-3.4	0.2	-10.3	0.8	CSC1=NCCN1C(=O)c1ccc(S(=O)(=O)N2CCOCC2)cc1
19	1.5	-0.3	-3.0	-0.1	-0.3	-2.8	-4.6	-4.2	-0.8	4.9	O=C(c1cc(-c2ccc3c(c2)OCO3)on1)N1CCN(c2ccc(F)cc2)CC1
20	-1.6	1.2	-4.0	-2.5	0.0	-1.7	-1.4	-1.5	-5.4	-1.9	O=C(O)CCCC(=O)Nc1ccccc1C(=O)N1CCCC1

Following part:
nr	PLC-beta3 inh	ARFGAP1 inhibitor	MBD2 inh	PLCg1 inh	KLK7 zymogen act	DDE Tn7 FP inh	ADAM17 inh	UHRF1 binding	ASAP1 inh	DDE Tn6 FP inh	compound
21	-5.6	5.9	0.6	9.8*	0.6	-0.1	-1.3	0.6	9.7	0.1	CN(CC(=O)Nc1ccc(Cl)cc1)C(=O)Cn1[nH]c(=O)c2ccccc2c1=O
22	2.7	-5.5	-0.3	1.9	-0.2	4.3	2.0	-1.6	5.7	0.1	COc1ccc(-c2nc(C#N)c(N3CCN(C(=O)c4ccco4)CC3)o2)cc1OC
23	-2.2	-7.8	2.2	-1.3	-0.5	6.1	-1.5	-2.6	11.1	-0.8	O=C(NCC(c1ccco1)N1CCc2ccccc2C1)C(=O)Nc1ccccc1F (stereo not given)
24	-1.9	8.0	2.3	-1.3	-0.8	0.8	1.3	1.0	-15.3	7.6	CN(c1ccc(C(=O)N2CCc3ccccc3C2)cc1)S(C)(=O)=O
25	2.1	-10.6	2.8	1.5	-0.1	4.7	-2.8	0.8	-10.9	-1.7	COc1cccc(NC(=O)C(C)(C)C)c1
26	-14.6	-1.8	8.0	-3.4	0.0	-2.3	3.2	5.0	17.4	-9.0	CCOc1ccc(NC(=O)COc2ccc3c(c2)CCC3)cc1OC
27	-66.6	8.7	-5.7	-59.8	10.8	3.3	-13.1	-0.2	-20.7	1.3	COC(=O)c1c(O)ccc(Oc2ccccc2)c1C(=O)OC
28	2.0	-10.2	-0.8	0.7	-1.2	-5.2	-1.3	1.5	-5.8	2.5	CC(=O)Oc1ccccc1Cn1c(C)c(C(=O)NCc2ccc(F)cc2)sc1=O
29	2.1	7.1	0.2	-1.1	-0.4	-2.1	-0.3	-1.5	-4.1	-3.1	COc1ccc(C(=O)O)cc1S(=O)(=O)Nc1ccc2cn[nH]c2c1
30	1.8	4.7	-1.4	0.2	0.5	3.6	-0.6	0.0	5.8	-6.3	CN(CC1CCCN(CCc2ccccc2F)C1)C(=O)c1cc2ccccc2o1 (stereo not given)

Additional structures:
nr	PLC-beta3 inh	ARFGAP1 inhibitor	MBD2 inh	PLCg1 inh	KLK7 zymogen act	DDE Tn7 FP inh	ADAM17 inh	UHRF1 binding	ASAP1 inh	DDE Tn6 FP inh	compound
31	0.6	-4.8	-2.8	7.1	0.5	-1.6	0.8	3.7	-6.3	0.4	Cc1ccc(C(=O)COC(=O)CCC(=O)Nc2cc(Cl)ccc2Cl)cc1[N+](=O)[O-]
32	-1.0	9.6	-1.0	-3.4	0.2	-0.8	-1.5	0.3	-4.9	15.0	Cc1ccc2c(c1)[C@H]1OCC[C@H]1[C@@H](c1ccncc1)N2
33	1.7	-1.9	0.6	0.3	-0.9	3.0	0.2	-3.8	13.1	-5.7	CC(=O)Nc1nc(COc2ccc3ccccc3c2)cs1
34	3.2	-9.1	2.3	5.5	0.1	-2.8	0.8	6.9	-8.8	-8.6	CS(=O)(=O)N(CC(=O)N/N=C/c1cccs1)c1cccc(Cl)c1Cl
35	0.8	-1.1	1.4	0.7	-0.3	6.2	-3.4	-1.5	-1.7	-1.1	CN(C)S(=O)(=O)c1ccc(C(=O)Nc2ccc(CN3CCCC3)cc2)cc1
36	4.1	6.2	3.3	2.1	-12.2	3.4	-3.6	-0.2	-3.0	0.5	Oc1ccc(/C=N/N=C/c2ccc(O)cc2)cc1
37	-6.7	-9.4	-2.0	1.3	-0.1	0.4	-5.2	0.3	0.0	-2.9	O=C(Nc1ccccc1N1CCOCC1)c1ccncc1
38	-5.5	12.3	-3.0	2.0	0.2	1.7	-0.1	-2.5	-10.0	-5.6	O=S(=O)(c1ccc2ccccc2c1)N1CCOCC1
39	-57.7	13.1	-5.2	-34.4	-1.1	2.2	-8.6	-3.1	8.7	-2.3	Oc1cc(CNCc2ccccc2)c(O)cc1CNCc1ccccc1
40	-0.4	15.3	2.6	0.6	0.5	-3.6	-1.9	1.6	-8.4	-3.9	CN(C)/C=N/c1sc2c(c1C#N)CCC2
41	0.2	-3.9	-1.6	0.3	0.3	8.7	-4.2	-2.2	11.5	5.2	C=CCN(CC=C)C(=O)c1c(OC)cccc1OC
42	-2.2	7.6	-2.5	-4.8	-0.1	0.0	-4.4	-2.8	-6.8	-3.5	CCN1C[C@@H]2[C@@H]3C(=O)N(C)C(=O)[C@@H]3[C@](Cc3ccccc3)(C1=O)N2C(=O)c1ccc(C(C)(C)C)cc1

Records 1 to 12 from above:
nr	PLC-beta3 inh	ARFGAP1 inhibitor	MBD2 inh	PLCg1 inh	KLK7 zymogen act	DDE Tn7 FP inh	ADAM17 inh	UHRF1 binding	ASAP1 inh	DDE Tn6 FP inh	compound
1	-0.4	-5.0	1.6	-4.5	0.2	2.6	1.5	-3.7	1.0	-2.5	CCC1=Nc2cc(C(=O)NCc3ccco3)ccc2Sc2ccccc21
2	-17.0	11.2	-0.1	-12.4	-1.3	3.6	-4.8	2.1	5.8	2.5	O=C(O)CCc1ccc(-c2cccs2)n1NC(=O)c1ccccc1Br
3	-2.7	4.7	4.4	-1.1	-0.1	2.8	-6.0	2.1	-0.9	-2.8	Cc1cccc(C(=O)NC2CCN(C(=S)NCc3ccco3)CC2)c1
4	0.7	0.5	2.5	2.0	-0.1	3.5	-0.9	13.3	-5.1	3.7	Oc1ccc(CN2CCN(c3ncccn3)CC2)cc1
5	-4.8	1.1	-6.6	2.9	-0.3	-8.4	1.8	-2.4	13.0	2.0	COC(=O)c1sccc1NC(=O)Nc1ccc(OC)cc1
6	1.4	4.2	2.2	-1.6	0.6	2.7	-13.6	-1.6	2.8	9.1	CCc1cc(=O)oc2c(C)c(OCC(=O)NCC3CCC(C(=O)O)CC3)ccc12 (stereo not given)
7	-98.0	4.5	-7.5	-27.5	0.6	-3.2	-101.8	-0.5	-8.4	7.7	COCCCN1CN(S(=O)(=O)c2cccs2)c2nc3ccccc3nc21
8	-5.8	2.4	5.0	-3.9	-0.1	2.0	-3.6	0.2	4.5	-12.3	C/C(CC(=O)Nc1cccnc1)=N/NC(=O)COc1ccc(Cl)cc1Br
9	-3.2	5.9	-1.6	3.5	0.1	-5.7	-3.0	-0.6	2.2	-0.7	CN1CCN(C(=O)CCNC(=O)Cn2cnc3ccccc3c2=O)CC1
10	-46.8	2.8	1.5	-38.2	0.1	-2.1	-21.4	-3.3	15.8	-2.6	C(=C\c1ccc2nncn2c1)/c1ccccc1
11	-3.9	2.0	-6.3	1.3	0.6	4.0	-2.0	-1.1	-1.5	4.0	O=c1[nH]c(/C=C/c2ccccc2Cl)c([N+](=O)[O-])c(=O)[nH]1
12	-0.6	9.2	-7.8	4.7	-0.4	-14.2	0.0	1.2	-6.5	-5.9	CCOC(=O)CSc1nc(-c2cccs2)nc2c1c(=O)n(C)c(=O)n2C

Screening data: PubChem BioAssay, The Scripps Research Institute Molecular Screening Center
